FLuc inhib CS: inhibits firefly luciferase, flagging false hits in luciferase inhibition screens; inhibition, % at 10 µM; P08659; ATPLite firefly luciferase biochemical luminescence, 10 min; 1.5% of 200,000 active;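 active = inhibition above about 50% when tested at 10 µM, limit read from the data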
Target sequence (P08659 whole entry, looked up): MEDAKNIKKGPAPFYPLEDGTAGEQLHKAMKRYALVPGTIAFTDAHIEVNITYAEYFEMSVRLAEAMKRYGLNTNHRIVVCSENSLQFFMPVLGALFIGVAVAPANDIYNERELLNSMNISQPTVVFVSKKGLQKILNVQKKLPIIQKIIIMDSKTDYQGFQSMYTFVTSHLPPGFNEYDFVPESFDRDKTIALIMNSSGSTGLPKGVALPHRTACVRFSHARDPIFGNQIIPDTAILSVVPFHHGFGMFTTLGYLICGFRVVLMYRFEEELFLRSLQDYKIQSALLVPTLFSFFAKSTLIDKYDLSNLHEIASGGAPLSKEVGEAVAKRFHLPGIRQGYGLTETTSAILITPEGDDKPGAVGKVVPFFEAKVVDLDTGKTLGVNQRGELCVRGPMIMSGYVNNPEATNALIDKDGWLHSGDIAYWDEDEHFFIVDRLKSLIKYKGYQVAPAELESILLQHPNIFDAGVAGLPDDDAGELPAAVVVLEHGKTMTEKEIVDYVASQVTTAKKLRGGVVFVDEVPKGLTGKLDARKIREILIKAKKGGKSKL
TNAP act hi DEA: increases human TNAP activity under high phosphate acceptor concentration; purified TNAP, CDP-star luminescence, 1 M DEA, 30 min; active compounds read high; 0 = EDTA background, 1 = DMSO-only activity; activation factor at 20 µM; P05186; 200,000 tested, under 10 active; AID 1136;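 active = activation factor at least 2 at 20 µM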
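Test system – human TNAP · Doses – 20 µM single point · Incubation – 30 min, room temperature · Signal – luminescent substrate turnover signal · Read-out basis – activation factor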
PMI act hi M6P: PMI (human) activation, high substrate; activation factor at 20 µM; AID 1216; 0.34% of 190,000 active; coupled PMI enzyme assay, resazurin fluorescence, 20 min; active compounds read high; 1 = untreated enzyme, 0 = substrate-free blank; P34949;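 active = activation factor of 2 or more at 20 µM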
Target sequence (P34949 whole entry, looked up): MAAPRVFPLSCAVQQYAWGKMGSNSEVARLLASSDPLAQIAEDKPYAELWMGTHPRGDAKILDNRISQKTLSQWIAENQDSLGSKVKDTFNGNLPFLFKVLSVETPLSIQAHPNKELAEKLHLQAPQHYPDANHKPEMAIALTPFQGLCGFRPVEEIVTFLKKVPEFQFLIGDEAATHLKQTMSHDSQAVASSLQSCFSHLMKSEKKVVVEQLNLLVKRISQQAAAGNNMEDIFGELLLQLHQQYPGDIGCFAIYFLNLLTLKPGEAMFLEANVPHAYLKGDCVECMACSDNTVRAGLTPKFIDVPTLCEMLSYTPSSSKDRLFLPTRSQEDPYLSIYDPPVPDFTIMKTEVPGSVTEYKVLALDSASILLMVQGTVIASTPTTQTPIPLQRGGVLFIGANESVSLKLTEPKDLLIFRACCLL
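Material: human phosphomannose isomerase with PGI, G6PDH, diaphorase coupling enzymes / Reagent: Man-6-P substrate 1.0 mM / Dosing: single compound dose of 20 µM, 1% DMSO final / Incubation: enzyme reaction with compound 20 min at room temperature / Signal: resorufin fluorescence (Ex 544/Em 590 nm) from resazurin via diaphorase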
bIAP act: intestinal alkaline phosphatase (bovine) activation | purified bovine IAP, CDP-star luminescence, 30 min; active compounds read high; fold of DMSO-control signal, blank-subtracted | activation factor at 20 µM | 0.17% of 200,000 active | AID 1016;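 active = activation factor of 2 or more at 20 µM, a signal rise over negative controls twice the positive control's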
FLuc stim CS: firefly luciferase counter-screen for stimulation assays | 200,000 tested, under 10 active | activation factor at 10 µM | ATPlite luciferase biochemical, luminescence, 10 min; 0 = ATP-free wells, 1 = DMSO control;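 active = luciferase activation factor, scaled between plate controls, of at least 2 with compound at 10 µM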
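test system = cell-free luciferase reagent | medium = PBS as buffer for the ATP substrate | dosing = test compounds dosed from 2 mM stocks in 100% DMSO | incubation = 10 min at ambient temperature | detection = luminescence measurement of luciferase light output | benchmarks = low control with PBS replacing ATP, high control enzyme plus ATP without compound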
TNAP inh noacc: blocks human TNAP activity with no phosphate acceptor present. purified TNAP, CDP-star luminescence, 30 min. inhibition, % at 20 µM. 0.26% of 200,000 active;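 active = tissue-nonspecific alkaline phosphatase inhibition above about 50% at 20 µM in the single-dose screen, limit read from the data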;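 note: 0% = DMSO negative control and 100% = EDTA positive control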
NF-kB expr up: compounds increasing NF-kB expression in human neuronal cells. NF-kB reporter expression; active compounds read high. fold change at 12.5 µM. 1.6% of 190,000 active. AID 1239; in the data active = fold change above about 3.3
PMI activator: phosphomannose isomerase (human) activation; P34949; purified human PMI, coupled resazurin fluorescence, 20 min; active compounds read high; 1 = vehicle control, 0 substrate-free wells; activation factor at 20 µM; 0.005% of 190,000 active;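 active = activation factor of 2 or more at 20 µM, relative to plate controls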
TNAP inh hi DEA: inhibitors of human TNAP at high phosphate acceptor concentration; P05186; AID 1135; 0.03% of 200,000 active; purified TNAP, CDP-star luminescence, 1 M DEA; inhibition, % at 20 µM;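 active = over 50% inhibition of tissue-nonspecific alkaline phosphatase at 20 µM in the single-dose screen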;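 note: plate controls were DMSO wells for no effect and EDTA-quenched wells as full inhibition for full effect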
APP 5'UTR act: activates APP 5'UTR luciferase reporter | 1% of 190,000 active | SH-SY5Y APP 5'UTR luciferase reporter, luminescence; zero percent = DMSO vehicle wells | activation, % at 2 µM;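 active = activation above a set limit, based on mean plus 3 SD of controls, cut at about 140% in these data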; note: values of inactives mirror those of a sister screen read the other way
* hit, by the source's call; . = no result given. Hits appear at their usual frequency. Share with any hit: about 3.6%.

SMILES	FLuc inhib CS	TNAP act hi DEA	PMI act hi M6P	bIAP act	FLuc stim CS	TNAP inh noacc	NF-kB expr up	PMI activator	TNAP inh hi DEA	APP 5'UTR act
CCN(CC)c1nc(-c2ccc(Cl)cc2)cc(C(F)(F)F)c1C#N	-9	1.1	1	0.9	1.1	0	1.2	1.1	-10	6
Cc1ccc2cc(C(c3nnnn3Cc3ccccc3)N3CCc4ccccc43)c(=O)[nH]c2c1C (stereo not drawn)	-8	1.1	1.3	0.8	1.1	-9	1	1	-8	-18
Cc1cc[n+](C2=C([O-])c3ccccc3C(=O)/C2=N\S(=O)(=O)c2cccs2)cc1C	-7	0.9	0.6	1	1.1	16	0.46	1.1	8	7
Cc1cnc(C(=O)Nc2ccc(C)c(S(=O)(=O)N(C)C)c2)cn1	6	1	0.9	1.1	0.9	-22	1.6	0.9	-3	-18
O=C(Cn1cc(C(F)(F)F)ccc1=O)Nc1cc(S(=O)(=O)N2CCOCC2)ccc1Cl	-7	1	1.1	0.9	1.1	-13	0.93	0.9	1	-18
c1ncn(C23CC4CC(CC(C4)C2)C3)n1	-9	1	1.1	0.8	1.1	-7	1.2	1.1	-4	17
FC(F)(F)c1cc(-c2ccco2)nc(NCc2ccco2)n1	-6	1	1.4	0.9	1.1	-5	1.1	1.2	-2	16
O=C(CSCCO)Nc1cccc(C(F)(F)F)c1	-6	1	1	0.9	1.1	-10	1	0.9	-4	16
Fc1ccc(NCc2nnc(SCc3ccccc3)o2)cc1	-2	1.1	0.7	0.9	1	-6	1.1	0.8	-7	4
CCCC(=O)NC(=S)Nc1ccc(NC(=O)C(C)C)c(OC)c1	-5	1	1	0.9	1	-11	1	0.9	-3	-2
CCOC(=O)c1cnc(SCc2cccc(C)c2)nc1N	-4	1	0.9	0.7	1	2	1.9	0.9	-1	44
Cc1c(C(=O)OC(C)C)sc(NC(=O)c2cccnc2)c1C#N	11	1	1.2	1	0.9	-13	0.69	1.2	-2	5
O=C(Cn1c(=O)[nH]c2ccccc2c1=O)N1CCN(c2cccc(Cl)c2)CC1	-1	1	1	1	1	-9	0.91	1	-1	-21
COc1ccc(Br)cc1-c1noc(-c2ccccc2F)n1	0	1	0.9	0.6	1	-11	1.5	0.9	-4	11
Cc1cccc[n+]1C1C(c2ccccc2)C(C#N)=C(C(=C=[N-])C#N)NC1(O)C1CC1 (stereo not drawn)	-4	0.9	0.5	1	1	-5	0.9	0.8	6	-13
C=CCN1C(=O)C(Cc2ccccc2)SC1=Nc1ccc(C(=O)O)cc1 (stereo not drawn)	-1	1	0.9	1	1	-4	1.1	0.9	2	-6
CNc1ccc(/C=C/C(=O)c2ccc(C)cc2)cc1[N+](=O)[O-]	3	0.8	0.9	1	1	13	1	0.9	16	20
COC(=O)c1[nH]nc2c1C(=O)N(Cc1ccccc1)C2=O	-7	1	1.1	0.9	1.1	-1	1.3	1.1	-4	-1
O=C1CSC(c2ccccn2)N1c1ccc(F)cc1F (stereo not drawn)	-8	1.1	1.1	1	1.1	-17	0.93	1.1	-6	12
CCOC(=O)c1sc(Nc2ccccc2)nc1C	4	1	0.9	0.8	1	15	2.4	1	0	68
C=CCn1c(CCNC(=O)C(C)(C)C)nc2ccccc21	-9	1	1	0.9	1.1	-3	1.2	1	-4	10
COc1ccc(C(=O)/C=C/C(=O)N(Cc2ccc(F)cc2)C(C(=O)NC2CCCCC2)c2ccncc2)c(O)c1 (stereo not drawn)	-12	1.1	1	1	1.1	4	0.62	0.8	-6	-4
O=C(CCNS(=O)(=O)c1ccc2c(c1)CCC(=O)N2)NCc1ccc2c(c1)OCO2	-1	1	0.9	1	1	8	1.1	1	0	8
O=c1c2ccccc2nc2n1CCCN2	-2	1	1	1.1	1	-5	1.2	1	0	11
O=C(COc1cc(Cl)c(Cl)cc1Cl)NCCN1CCOCC1	-4	1	1	1	1	-17	1.4	1	-5	8
CCCCn1nnc(NC(=O)c2ccc(-c3ccccc3[N+](=O)[O-])o2)n1	1	1	0.7	1	1	-8	1	0.8	-4	24
CC(C)Sc1nc2c(cnn2-c2ccc(F)cc2)c(=O)[nH]1	-2	1.1	1.1	0.9	1	-2	1.1	1	-7	4
C[n+]1ccc(C(=O)N/N=C/c2ccco2)cc1	-3	0.9	1	1	1	-43	1.2	1	6	.
O=C(Nc1ccccc1)Nc1cccc(Cl)c1Cl	4	1	0.9	0.9	1	-6	1.4	0.9	-3	55
O=C(c1ccncc1)N1CCN(c2cccc(C(F)(F)F)c2)CC1	-3	1.1	0.9	1	1	-14	1.2	0.9	-8	17
CCOC(=O)C1=C(C)N(C)C(=O)NC1c1cccc(O)c1 (stereo not drawn)	-6	1	0.9	1	1.1	-10	1	0.9	-3	1
Cn1c(SCC(=O)Nc2cccc(S(=O)(=O)NC3=NCCCCC3)c2)nnc1-c1ccccc1	-3	1.1	1	1	1	-17	1.2	1	-9	12
O=C1CC(C(=O)Nc2cccc(F)c2)n2ncnc2N1 (stereo not drawn)	-4	1	1.1	1	1	-2	1.1	1.1	-3	-6
O=S(=O)(CCN(CCS(=O)(=O)C(F)(F)F)CC1CCCO1)C(F)(F)F (stereo not drawn)	-4	1	0.9	1	1	-6	0.89	1	2	2
O=C(NC(=S)Nc1cccc2ncccc12)c1ccco1	-3	1	0.9	0.8	1	-10	2.8	1	-1	24
CNC(=O)c1nn(-c2ccc(C)cc2)ccc1=O	-6	1	0.9	0.8	1.1	-2	1.2	0.9	-1	-7
COC(=O)c1ccc(NC(=O)c2ccc(C)cc2)o1	14	1	1	0.9	0.9	2	1.6	1.1	-1	9
O=C(Cn1nnc(-c2ccccc2-n2cnnn2)n1)N1CCCCC1	-7	1.1	0.9	0.9	1.1	-12	0.94	1	-8	2
O=C(NCc1ccccc1)C1=C[C@@H](c2csc3ccccc23)C[C@@H](OCCCCO)O1	-2	1	0.5	1.1	1	-4	1	0.8	2	-9
O=C(NCc1nc2ccccc2[nH]1)c1cc2ccccc2oc1=O	-1	1	1.1	1	1	19	0.54	1.1	-4	-12
CCN(CC)CC#CCOC(c1ccccc1)c1ccccc1	-8	1.1	1.1	0.9	1.1	-14	1.3	1.2	-6	6
Cc1nn(C)cc1-c1n[nH]c(=S)n1-c1ccc(F)cc1	1	1	1	1	1	2	1.1	1	-2	4
COc1cccc(CN2CCNC(=O)C2CC(=O)O)c1OC (stereo not drawn)	-1	1	1.5	0.9	1	-12	1.2	1.4	-4	-18
COc1ccccc1NC(=S)NNC(=O)c1cc(C)nn1C	4	1.1	1.1	1.4	1	-43	1.6	1.1	-9	0
CCCC(=O)NNC(=O)CCC(=O)Nc1ccccc1Cl	-6	1.1	1	0.9	1.1	-12	1.1	1	-6	-8

5 structures already listed, arranged by molar mass, low to high.
SMILES	FLuc inhib CS	TNAP act hi DEA	PMI act hi M6P	bIAP act	FLuc stim CS	TNAP inh noacc	NF-kB expr up	PMI activator	TNAP inh hi DEA	APP 5'UTR act
COC(=O)c1ccc(NC(=O)c2ccc(C)cc2)o1	14	1	1	0.9	0.9	2	1.6	1.1	-1	9
Cc1nn(C)cc1-c1n[nH]c(=S)n1-c1ccc(F)cc1	1	1	1	1	1	2	1.1	1	-2	4
CCN(CC)CC#CCOC(c1ccccc1)c1ccccc1	-8	1.1	1.1	0.9	1.1	-14	1.3	1.2	-6	6
COc1cccc(CN2CCNC(=O)C2CC(=O)O)c1OC (stereo not drawn)	-1	1	1.5	0.9	1	-12	1.2	1.4	-4	-18
O=S(=O)(CCN(CCS(=O)(=O)C(F)(F)F)CC1CCCO1)C(F)(F)F (stereo not drawn)	-4	1	0.9	1	1	-6	0.89	1	2	2

Going on with the list:
SMILES	FLuc inhib CS	TNAP act hi DEA	PMI act hi M6P	bIAP act	FLuc stim CS	TNAP inh noacc	NF-kB expr up	PMI activator	TNAP inh hi DEA	APP 5'UTR act
CSc1ccc(C(=O)C2CCCN(C(=O)CCCn3cncn3)C2)cc1 (stereo not drawn)	-2	1	1	1.2	1	-6	.	1	-5	8
COc1ccc(CCNc2cc(=O)[nH]c(N)n2)cc1	-3	1	0.7	0.9	1	-8	1.3	0.6	-1	-12
c1ccc(-n2ncc3c2ncn2c(C4CCCCC4)nnc32)cc1	-1	1	1.3	0.9	1	33	1.6	1.2	-1	6
CCOC(=O)c1[nH]c2ccccc2c1NC(=S)Nc1cccc(C)c1	-9	1	0.9	0.9	1.1	-6	1.1	0.9	-4	12
O=C(/C=C/c1ccccc1)NNC1=NS(=O)(=O)c2ccccc21	12	1.1	1	0.8	0.9	-38	1	1	-7	4
Cc1ccc(NC(=O)c2cc3nc(C)cc(C)n3n2)cc1	40	1.1	0.9	1	0.6	-5	4.2*	0.9	-5	146*
COCCCN1CCN(C2Cc3ccccc3Sc3ccc(Cl)cc32)CC1 (stereo not drawn)	-4	1	1	0.9	1	-12	0.93	0.9	-3	-3
CC(=O)Nc1ccc(/C=N\NC(=O)CNS(=O)(=O)c2ccc([N+](=O)[O-])cc2)cc1	-1	1	0.9	1.5	1	-43	0.77	0.9	0	-15
O=Cc1cc2ccccc2nc1SCc1ccc(Cl)cc1	-9	1	1	0.8	1.1	0	2.8	1	-5	-3
CCc1c(C)nc2ccc(Br)cc2c1Cl	0	1	1	1	1	-3	1.5	1	-5	2
O=C(CS(=O)(=O)c1ccccc1)Nc1nc(-c2ccccc2)cs1	3	1	0.9	0.9	1	-9	0.8	0.9	-3	2
CCCCCCCn1c(=N)n(CC(O)c2ccco2)c2ccccc21 (stereo not drawn)	-4	1.1	1	1	1	-7	0.97	0.9	-5	16
CC(C)C(=O)Nc1ccc(Sc2ccc(F)cc2)cc1	-4	1	0.9	1	1	-7	0.92	0.8	-2	1
C#CC(=O)N(c1ccc(OC)cc1OC)C(C(=O)NC1CCCC1)c1cccs1 (stereo not drawn)	-6	1.1	1	1	1.1	-12	0.18	1	-6	-15
COc1ccc(-c2nnn(CC(=O)NCc3ccccc3)n2)cc1OC	-2	1.1	1	0.9	1	-17	1.1	1	-5	8
O=c1[nH]c(CSc2ccccn2)nc2c1cnn2-c1ccccc1	-2	1	1	1	1	-7	1.4	1.1	-4	22
CCN(C1CCCCC1)S(=O)(=O)c1cn(C)c(=O)n(C)c1=O	-5	1	1	1	1	-7	1	1	-2	1
CC(=O)NCC1CCCN(Cc2cn(-c3ccccc3F)nc2-c2cc(C)sc2C)C1 (stereo not drawn)	-6	1	0.9	1	1.1	-6	1.1	0.9	1	3
CC(=O)Nc1ccc(NS(=O)(=O)c2ccc(Cl)s2)cc1	-1	1	0.7	1.1	1	-9	1.1	1	-3	0
O=C(c1ccc([N+](=O)[O-])cc1)N1CCSC1c1cccc(Cl)c1 (stereo not drawn)	-6	1	1.1	0.8	1.1	-1	1.9	1.1	0	-5
CCCc1nnc(NC(=O)CN2CCN(C)CC2)s1	-6	1.1	1.1	0.9	1.1	-8	1	1	-6	-19

Sorted by the number under APP 5'UTR act (lowest first): three from the list above
| SMILES | APP 5'UTR act |
| --- | --- |
| CCCc1nnc(NC(=O)CN2CCN(C)CC2)s1 | -19 |
| O=C(c1ccc([N+](=O)[O-])cc1)N1CCSC1c1cccc(Cl)c1 (stereo not drawn) | -5 |
| O=c1[nH]c(CSc2ccccn2)nc2c1cnn2-c1ccccc1 | 22 |
